From PubChem BioAssay
hcGAS inh: inhibitors of human cGAS | Q8N884 | recombinant h-cGAS, ATP depletion, Kinase-Glo luminescence | inhibition, % at 12.5 µM | 290,000 tested, 0.081% active;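 also: 0% = vehicle reaction and 100% = reaction without DNA for no activity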
Target sequence (Q8N884 whole entry, looked up): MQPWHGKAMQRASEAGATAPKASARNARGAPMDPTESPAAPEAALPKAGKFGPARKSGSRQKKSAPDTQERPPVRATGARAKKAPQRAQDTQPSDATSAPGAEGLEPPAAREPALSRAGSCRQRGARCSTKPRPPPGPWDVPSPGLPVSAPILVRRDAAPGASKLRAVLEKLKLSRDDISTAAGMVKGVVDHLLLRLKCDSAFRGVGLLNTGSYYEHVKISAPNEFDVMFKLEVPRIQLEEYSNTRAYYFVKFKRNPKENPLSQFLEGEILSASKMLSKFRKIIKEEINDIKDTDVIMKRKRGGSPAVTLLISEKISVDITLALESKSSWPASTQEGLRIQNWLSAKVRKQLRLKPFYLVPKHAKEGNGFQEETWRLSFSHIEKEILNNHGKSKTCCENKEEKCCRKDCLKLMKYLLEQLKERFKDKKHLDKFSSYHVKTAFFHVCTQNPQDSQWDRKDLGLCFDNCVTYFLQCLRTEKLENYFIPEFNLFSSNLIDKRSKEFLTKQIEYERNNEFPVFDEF
mcGAS inh: blocks mouse cGAS activity; AID 1259399; 160,000 tested, 0.15% active; inhibition, % at 12.5 µM; recombinant cGAS, Kinase-Glo ATP depletion luminescence;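 also: 0% = negative control wells and 100% = reference inhibitor with no enzyme activity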
NPYLR7 ag: mosquito NPYLR7 agonism; HEK293T NPYLR7/Galpha15, GCaMP6s calcium fluorescence; activation, % at 10 µM; 270,000 tested, 0.15% active; AID 1259423; in the data active = activation above about 40%;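 also: 0% = vehicle and 100% = reference agonist at the receptor; some compounds past the cut are filed as inactive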
An asterisk follows results filed as active; · = no result given; & = joins results of further samples. Rule as the data show it, unless noted: active = inhibition above about 40%; inactive = the rest.

mol | hcGAS inh | mcGAS inh | NPYLR7 ag
Cc1c(C)n2c3c(=O)n(CCN4CCCCC4)c(=O)n(C)c3nc2n1Cc1ccccc1 | -1 | -6 | 2
Cc1ccc(F)cc1-n1c(Cc2c(C)n[nH]c2C)n[nH]c1=O | -9 | -9 | ·
CCS(=O)(=O)N1CCC(=O)N(C)c2ccccc2C(OC)C1 (configuration not stated) | -3 | -7 | 2
CCc1ccccc1Nc1nnc(SCCN2CCOCC2)s1 | -10 | -12 | 1
O=C(COc1ccccc1)NCCN1C(=O)SC(=Cc2ccc(OC(F)F)cc2)C1=O | -8 | · | -1
COc1ccc(-n2cccn2)c(C2CC(=O)Nc3[nH]ncc32)c1 (configuration not stated) | -1 | · | 0
CCSCCOC(=O)C1=C(C)N(C)C(=O)NC1c1ccc2c(c1)OCO2 (configuration not stated) | -3 | -7 | -4
CCOC(=O)c1coc(N2C[C@H]3C[C@H](O)[C@H](O)C[C@H]3C2)n1 | 4 | -14 | 3
Cc1nn(C2CCS(=O)(=O)C2)c2nc(-c3cccs3)cc(C(=O)N3CCCC3)c12 (configuration not stated) | -9 | -10 | 0
O=C(NCc1ccc(F)cc1)C1CCN(c2ncnc3c2sc2ncccc23)CC1 | -5 | -6 | -1
CCNC(=O)C1(C)CCCN(Cc2ccc(-c3ccccn3)cc2)C1 (configuration not stated) | -17 | · | 1
O=C(Cc1ccon1)NCC1(Cc2ccccc2)CCC1 | -16 | -15 | 5
COc1ccccc1NC(=O)Nc1ccnn1C1CCN(C(=O)c2ccsc2)CC1 | -2&-5 | -8 | 5
CC1(C(=O)NCc2ccc3c(c2)OCO3)CCN1CCc1ccccc1 (configuration not stated) | -10 | · | 1
COc1ccccc1CC(=O)Nc1sc2c(c1C(N)=O)CCCCC2 | -3 | · | -7
CCSc1nnc(NC(=O)c2ccncc2)s1 | 8 | -3 | 6
O=c1[nH]nc(CSCc2csc(C3CCCCC3)n2)[nH]1 | 1 | · | 29
N#Cc1cccc(N2C(=O)CC3CS(=O)(=O)CC32)c1 (configuration not stated) | -6 | -6 | 0
O=S(=O)(c1ccc(Br)cc1)N1CCC2(CC1)OCCO2 | -2 | · | 0
COc1ccccc1C(=O)NN=Cc1c(O)ccc2oc3c(c12)CCCC3 | -3 | 0 | -6
CCS(=O)(=O)Oc1ccccc1CN(C(=O)c1ccco1)C(C)C | 1 | -2 | 10
CCn1nc(C)c(NC(=O)CN(C)C(C)c2ccon2)c1C (configuration not stated) | -3 | · | 3
O=C1c2nc(-c3cccnc3)ccc2CN1C1(C(=O)NC2CC2)CC1 | -3 | -6 | -13
CCCn1c(=O)c2c(nc3n(CC(=O)OCC)c(C)cn23)n(C)c1=O | -4 | · | 3
O=C1CCCN1C1CCN(CCc2nc3ccc(F)cc3[nH]2)CC1 | -4 | · | 2
Cc1c(C(=O)OCc2cccc(C(F)(F)F)c2)nnn1-c1ccc(F)cc1 | -6 | -6 | 2
COc1cccc(C(=O)N2CCC3(CC2)C(=O)N(CC(=O)NCC2CCCO2)CN3c2ccccc2)c1 (configuration not stated) | 4 | 0 | -2
CN(CCc1ccccn1)C(=O)CCC1CCCN(C(=O)c2ccc3c(c2)OCO3)C1 (configuration not stated) | 0 | · | 3
O=C(c1cccs1)N(Cc1ccc(F)cc1F)CC1CC(c2cccc(F)c2)=NO1 (configuration not stated) | -6 | -9 | 25
CC1CN(c2nc(Cc3ccc(F)cc3)ns2)CCN1C(=O)c1cccc2ccccc12 (configuration not stated) | -10 | -7 | 13
O=C(N/N=C\c1ccccc1Cl)c1ccc(=O)[nH]n1 | -11 | · | 0
COc1ccccc1-c1cc(C(=O)O)nc2cc(-c3ccc(Cl)cc3)nn12 | 5 | · | -6
O=CN1CCN(CN2C(=O)C(=O)c3cc([N+](=O)[O-])ccc32)CC1 | 8 | 4 | -10
Cc1cc(Nc2ccc(C(N)=O)cc2)c2ccc(C(F)(F)F)cc2n1 | -7 | -9 | 3
COc1ccc(Br)c(Cn2c(C)c(C(=O)NCc3ccc(F)cc3)sc2=O)c1 | -8 | · | 10
CCOC(=O)N[C@H]1C[C@@H](C(=O)NCc2cccc(Cl)c2)N(C)C1 | -11 | · | -3
CC(C)C(NCC(O)Cc1ccccc1)c1nc(-c2ccc(Br)cc2)no1 (configuration not stated) | -4 | -4 | 12
Cn1c([N+](=O)[O-])cnc1COC(N)=O | -4&3&-4 | · | -7&-11&-4
OCc1cc(C(O)CNCCCCCCOCCCCc2ccccc2)ccc1O (configuration not stated) | -4&-5&6 | -3&0 | 8&17&0
CC(c1ccc(S(C)(=O)=O)cc1)N(C)Cc1noc(C(C)(C)C)n1 (configuration not stated) | -5 | · | 7
COc1ccc(-c2nn(-c3ccccc3)cc2CN(C)Cc2cnc3ccccn23)c(F)c1 | -1 | -14 | 8
CCCOc1nn(CCC)cc1C(=O)N1CCC(C(=O)OC)CC1 | -3 | -5 | -2
CCCS(=O)(=O)N1CCN(c2nc(C)nc(CC)c2Cc2c(F)cccc2Cl)CC1 | -1 | -5 | 2
CCCS(=O)(=O)NCCc1ncc(C)s1 | -10 | · | 3
CC(Oc1ccccc1/C=C/c1ccccc1)C(N)=O (configuration not stated) | -8 | · | -1
CC(=O)Cn1c(=O)c2c(nc3n2CC(C)CN3C2CCCCC2)n(C)c1=O (configuration not stated) | -6 | -9 | ·
CC1=CC(C)(C)N2C(=O)C(=O)c3cc(OC(=O)C4CCCO4)cc1c32 (configuration not stated) | -12 | · | 0
Cc1ccc(-n2nnnc2CNC(=O)C2c3ccccc3Oc3ccccc32)cc1C | -8 | -8 | 1
OC(c1ccccc1)C1CCN(CCc2ccccc2)CC1 (configuration not stated) | -2 | · | -10
COc1ccccc1-n1cc(CN2CCN(C3CCCCC3)C(CCO)C2)cn1 (configuration not stated) | -2 | · | -4
O=C1CCCCC1Sc1nc2cc(Cl)ccc2s1 (configuration not stated) | -4 | · | 3
COCCC1CCN(C(=O)c2ccc(NCc3sccc3C)cc2)CC1 | -3 | · | 22
O=C(Nc1n[nH]c(C2CCCCC2)n1)N1CCc2c([nH]c3ccccc23)C1 | -3 | · | 2
COc1ccc(-c2nnc(C(C)Nc3cccc4c3CCCC4)o2)cc1 (configuration not stated) | 0 | · | 6
O=C(CCC1CCCCC1)N1CCN(C(=O)CCC2CCCCC2)CC1 | -6 | -7 | -6
O=C(Cn1cnc2scc(-c3cccs3)c2c1=O)Nc1cc(F)cc(F)c1 | -3 | -10 | -5
Cc1cccc(OCC(=O)Nc2sc3c(c2C#N)CCCC3)c1C | -5 | · | 3
CN(CCCC1CCCO1)C1CCC2(CCNCC2)CC1 (configuration not stated) | -6 | · | 14
NC(=O)C(OC(=O)CCc1ccc2c(c1)OCO2)c1ccccc1 (configuration not stated) | 4 | · | 4
C=CCN(CC=C)C(=O)Cn1cnc([N+](=O)[O-])n1 | -11 | · | -8

(listing goes on)
mol | hcGAS inh | mcGAS inh | NPYLR7 ag
CC(C)c1cc(C2CCN(C(=O)c3ncc(F)cc3F)CC2)[nH]n1 | 2 | 1 | 0
CCN1CCN(C(=O)CC2CSc3nc4c(c(=O)n32)CCCC4)CC1 (configuration not stated) | -3 | · | -3
CC(C)(C)c1ccc(/C=C/C(=O)Nc2ccc3c(c2)OCCO3)cc1 | 7 | -5 | 1
Cc1cc(C)cc(NC(=O)CSc2nccn(-c3ccc(F)c(Cl)c3)c2=O)c1 | -7 | -5 | 5
COC(=O)C(=O)N1CCc2ccccc2C1c1ccccc1Cl (configuration not stated) | -8 | -3 | 17
Cc1ccc(Sc2ccc(CN3CCCC4(CC3)CN(C)C(=O)O4)o2)cc1 (configuration not stated) | -3 | -8 | 21
COC(=O)Cn1c(=O)c2c(nc3n(-c4ccc(OC)cc4)c(C)c(C)n23)n(C)c1=O | -15 | · | 21
O=C(c1cnnn1-c1ccccc1Cl)N1CCC(N2CC=CC2)C1 (configuration not stated) | 0 | · | -11
CCOC(=O)c1c(NC(=O)c2ccc(C)cc2)sc(C(=O)N2CCCCC2)c1C | -2 | -4 | -11
Cc1cc(Cl)cc(C)c1OC(C)C(=O)NNS(=O)(=O)c1cccs1 (configuration not stated) | -11 | -19 | 1
C=CCn1c(SCc2ccc(Cl)cc2Cl)nnc1-c1cc(OC)cc(OC)c1 | -4 | -8 | 7
O=C(c1ccc(S(=O)(=O)C(F)F)cc1)N1C2CCC1CC(O)C2 (configuration not stated) | 3 | · | -4

Next section; it opens with the 2 that closed the last part.
mol | hcGAS inh | mcGAS inh | NPYLR7 ag
C=CCn1c(SCc2ccc(Cl)cc2Cl)nnc1-c1cc(OC)cc(OC)c1 | -4 | -8 | 7
O=C(c1ccc(S(=O)(=O)C(F)F)cc1)N1C2CCC1CC(O)C2 (configuration not stated) | 3 | · | -4
CC1=C(C(=O)Nc2ccccc2)C(c2cccnc2)n2nc(SCc3ccccc3)nc2N1 (configuration not stated) | -5 | · | 1
CC12CC3CC(C)(C1)CC(NCCO)(C3)C2 | -5 | -4 | ·
Cc1ccc(-c2nc(C)sc2CC(=O)NCc2ccccc2Cl)cc1 | 10 | · | 1
O=P(O)(O)Oc1ccccc1 | -6 | · | 0
CCCCC(=O)Nc1cc(C(N)=O)n(C)c1 | -6 | · | 2
O=[N+]([O-])c1c(-c2ccccc2)c2cc(Br)ccc2n2nnnc12 | -3 | · | 13
O=C(CCCCC1CCSS1)N1CCC2(CC1)OCCO2 (configuration not stated) | -4 | -6 | 17
Cc1nc(N2CCC(O)CC2)c2c(-c3cccs3)csc2n1 | -4 | -5 | 1
CC(=O)N(N=C1Sc2ccccc2C1=O)c1ccccc1C | -8 | -6 | -2
Cc1cccc(Oc2cnn(-c3ccccc3)c(=O)c2Nc2ccc(C(=O)NCCN3CCOCC3)cc2)c1C | -2 | -4 | 9
O=C(NC1CC1)C1CC(=O)N(C2CCCCCC2)C1 (configuration not stated) | 3 | · | -1
Fc1ccc(Cn2nnc(-c3ccc(Br)cc3)n2)cc1 | -3 | · | 9

22 of the compounds above, with two lines to a compound:
Under each structure: hcGAS inh	mcGAS inh	NPYLR7 ag
CC(C)(C)c1ccc(/C=C/C(=O)Nc2ccc3c(c2)OCCO3)cc1
 : 7	-5	1
Cc1cc(C)cc(NC(=O)CSc2nccn(-c3ccc(F)c(Cl)c3)c2=O)c1
 : -7	-5	5
COC(=O)C(=O)N1CCc2ccccc2C1c1ccccc1Cl (configuration not stated)
 : -8	-3	17
Cc1ccc(Sc2ccc(CN3CCCC4(CC3)CN(C)C(=O)O4)o2)cc1 (configuration not stated)
 : -3	-8	21
COC(=O)Cn1c(=O)c2c(nc3n(-c4ccc(OC)cc4)c(C)c(C)n23)n(C)c1=O
 : -15	·	21
O=C(c1cnnn1-c1ccccc1Cl)N1CCC(N2CC=CC2)C1 (configuration not stated)
 : 0	·	-11
CCOC(=O)c1c(NC(=O)c2ccc(C)cc2)sc(C(=O)N2CCCCC2)c1C
 : -2	-4	-11
Cc1cc(Cl)cc(C)c1OC(C)C(=O)NNS(=O)(=O)c1cccs1 (configuration not stated)
 : -11	-19	1
C=CCn1c(SCc2ccc(Cl)cc2Cl)nnc1-c1cc(OC)cc(OC)c1
 : -4	-8	7
O=C(c1ccc(S(=O)(=O)C(F)F)cc1)N1C2CCC1CC(O)C2 (configuration not stated)
 : 3	·	-4
CC1=C(C(=O)Nc2ccccc2)C(c2cccnc2)n2nc(SCc3ccccc3)nc2N1 (configuration not stated)
 : -5	·	1
CC12CC3CC(C)(C1)CC(NCCO)(C3)C2
 : -5	-4	·
Cc1ccc(-c2nc(C)sc2CC(=O)NCc2ccccc2Cl)cc1
 : 10	·	1
O=P(O)(O)Oc1ccccc1
 : -6	·	0
CCCCC(=O)Nc1cc(C(N)=O)n(C)c1
 : -6	·	2
O=[N+]([O-])c1c(-c2ccccc2)c2cc(Br)ccc2n2nnnc12
 : -3	·	13
O=C(CCCCC1CCSS1)N1CCC2(CC1)OCCO2 (configuration not stated)
 : -4	-6	17
Cc1nc(N2CCC(O)CC2)c2c(-c3cccs3)csc2n1
 : -4	-5	1
CC(=O)N(N=C1Sc2ccccc2C1=O)c1ccccc1C
 : -8	-6	-2
Cc1cccc(Oc2cnn(-c3ccccc3)c(=O)c2Nc2ccc(C(=O)NCCN3CCOCC3)cc2)c1C
 : -2	-4	9
O=C(NC1CC1)C1CC(=O)N(C2CCCCCC2)C1 (configuration not stated)
 : 3	·	-1
Fc1ccc(Cn2nnc(-c3ccc(Br)cc3)n2)cc1
 : -3	·	9

(next part)
mol | hcGAS inh | mcGAS inh | NPYLR7 ag
CC(C)c1c(C(=O)NCc2ccco2)cnn1Cc1ccccc1 | -5 | -10 | ·
NCC(=O)NNC(=O)OCC1c2ccccc2-c2ccccc21 | -1 | · | -12
O=C(Nc1ccc(N2CCCCC2)c(C(=O)NCc2ccccc2)c1)c1cc(C(F)(F)F)cc(C(F)(F)F)c1 | -1 | -3 | 1
COc1ccc(NC(=O)C2(C)CCN2Cc2ccccc2Cl)cc1OC (configuration not stated) | -10 | · | 6
